From PubChem BioAssay
p53 reactivation = restores transcriptional activity of mutant p53; H1299 p53-A138V BP100-luciferase reporter, luminescence, 24 h; Potency, µM (series often up to 92.2 µM), for inactives: at the highest dose activity change, positive = activation, hits mostly activators; hit rate 0.063% among 320,000; AID 504706; note: potency is the fitted concentration of half-maximal effect; % of control where 0% means no effect; nearly all actives have a fitted effect of over 45% in size
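p53-null H1299 cells stably carrying temperature-sensitive p53-A138V and a BP100-luciferase reporter were pinned with compounds (4-point, 1:5 series) and held 24 hrs at 37 deg C. Luminescence was read 10 min after detection reagent.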
CXXC DNA block = MLL CXXC-DNA interaction inhibition | Q03164 | MLL-CXXC / FITC-HOXA9 DNA fluorescence polarization | Potency, µM (highest dose often 115 µM), for the others: top-dose activity change, negative = inhibition, usual class: inhibitors | hit rate 0.037% among 290,000 | AID 2662; active = well fitted inhibition curve with a large enough effect in the polarisation, with a control signal flat, not every such curve was filed as active; inconclusive = small, poorly fitted or top-dose-only effect, or effect the other way, or a change in a side signal; inactive = no such curve, though single readings can be large or run the other way; the % refers to the polarisation; note: potency is the fitted concentration of half-maximal effect
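Purified MLL-CXXC (added from a 7 uM solution) was preincubated 5 min at ambient with pinned compounds in 50 mM Tris-HCl pH 7.5, 50 mM NaCl, 1 mM DTT, 0.05% BSA. Fluorescein-labeled HOX-A9 DNA (50 nM solution) followed, 30 min, then polarization read.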
ELG1 DNA repair = inhibitors of ELG1-dependent DNA repair in HEK293T cells | HEK293T ELG1-luciferase reporter, luminescence, 16 h; DNA damage induced by 5-fluorouridine | Potency, µM (doses to about 46.1 µM), for inactives: top-dose activity change, negative = inhibition, hits mostly inhibitors | hit rate 2.3% among 330,000 | AID 504467; note: potency is the fitted concentration of half-maximal effect; % is set by controls: 0 for no effect and ±100 for the full control effect; nearly all actives have a fitted effect of over 55% in size
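Overnight (16 hr) co-exposure of 2,000 cells/well to 5-fluorouridine and compound at 37 °C preceded detection. Luciferase was quantified via ONE-Glo luminescence; loss of signal denotes inhibition.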
TCR activator = T cell receptor activation | 330,000 tested, under 10 active | Potency, µM (doses to about 9.22 µM), without a hit: at the top dose activation of IL-2 secretion, usual class: activators | AID 504894 | primary human leukocytes, anti-CD3, IL-2 HTRF, 48 h; note: % of control where 0% means no effect
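Primary human leukocytes receive a-CD3 beads and test compound and are incubated 48 hr. Secreted IL-2 is then assayed by HTRF, measuring 665nm acceptor emission after 320nm excitation of the europium donor.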
TRPV1 ag = activates the human vanilloid receptor TRPV1 | Q8NER1 | TRPV1-expressing cells, Fluo-8 calcium influx, agonist mode | activation, % at 8.33 µM | hit rate 0.19% among 320,000 | AID 540275; in the data active = activation above about 80%; inconclusive = between about 30% and that limit; note: 0% is about no effect
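TRPV1-expressing cells were cultured overnight at 35.5C and loaded with Fluo-8 calcium dye for 40 to 90 min at room temperature. After a 10 s baseline, compound was added and calcium influx was read kinetically for 3 min (ex 480/em 520 nm).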
B2AR arrestin = recruits beta-arrestin to the human beta2-adrenergic receptor; beta-arrestin recruitment to beta2AR, cell-based reporter; Potency, µM (highest dose often 46.1 µM), for the others: at the highest dose activation, usual class: activators; AID 492947; hit rate 0.02% among 330,000;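 note: potency is the fitted concentration of half-maximal effect; 0% = DMSO controls and full agonism = EC100 isoproterenol or metaproterenol; nearly all actives have a fitted effect of over 65% in size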
Target sequence (P07550 whole entry, looked up): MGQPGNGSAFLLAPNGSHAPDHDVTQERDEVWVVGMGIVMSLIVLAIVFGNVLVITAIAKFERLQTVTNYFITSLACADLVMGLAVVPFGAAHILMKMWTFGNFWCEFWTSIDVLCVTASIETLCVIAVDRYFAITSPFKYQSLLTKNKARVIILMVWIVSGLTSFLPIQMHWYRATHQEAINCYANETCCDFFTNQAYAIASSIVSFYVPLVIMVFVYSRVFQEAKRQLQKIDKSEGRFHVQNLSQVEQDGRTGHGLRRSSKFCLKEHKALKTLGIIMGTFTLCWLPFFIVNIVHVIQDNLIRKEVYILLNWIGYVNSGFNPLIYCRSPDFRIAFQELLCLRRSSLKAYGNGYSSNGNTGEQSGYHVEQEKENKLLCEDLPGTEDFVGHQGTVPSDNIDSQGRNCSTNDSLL
TSG101-PTAP inh = blocks PTAP/TSG101 interaction to inhibit HIV-1 budding. Fluorescence polarization, FITC-PTAP peptide / Tsg101 binding. Potency, µM (series often up to 115 µM), for inactives: top-dose activity change, negative = inhibition, actives largely listed as inhibitors. Q99816. 340,000 tested, under 10 active. AID 493005; active = well fitted inhibition curve with a large enough effect in the main read-out, with a control signal flat, not every such curve was filed as active; inconclusive = small, poorly fitted or top-dose-only effect, or effect the other way, or a change in a side signal; inactive = no such curve, though single readings can be large or run the other way; note: potency is the fitted concentration of half-maximal effect; % of control where 0% means no effect
Target sequence (Q99816 whole entry, looked up): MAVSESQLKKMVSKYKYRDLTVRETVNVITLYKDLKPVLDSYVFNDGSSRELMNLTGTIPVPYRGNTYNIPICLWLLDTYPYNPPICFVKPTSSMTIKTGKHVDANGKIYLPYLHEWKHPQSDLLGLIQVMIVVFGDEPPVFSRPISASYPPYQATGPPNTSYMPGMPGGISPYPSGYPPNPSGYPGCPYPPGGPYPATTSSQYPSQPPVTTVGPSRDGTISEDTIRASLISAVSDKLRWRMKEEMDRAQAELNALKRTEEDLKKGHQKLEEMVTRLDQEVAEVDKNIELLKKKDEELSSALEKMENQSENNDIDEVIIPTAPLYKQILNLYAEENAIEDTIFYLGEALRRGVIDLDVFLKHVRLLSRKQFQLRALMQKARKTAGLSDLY
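Steps: Tsg101 binding domain dispensed (10 uM final), compounds pinned in DMSO, FITC-labeled PTAP-motif peptide added (50 nM final); after 20 min binding at room temperature, polarization measured.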
BRCA1 expr up = activators of BRCA1 expression | MCF7-BRCA1-FFLuc reporter, luminescence, 48 h; response scale: scaled: vehicle 0%, 10 µM genistein 100% | hit rate 1.1% among 380,000 | Potency, µM (titrated, usually from 46.1 µM), for the others: at the highest dose activation, usual class: activators; note: potency is the fitted concentration of half-maximal effect; nearly all actives have a fitted effect of over 80% in size; some results filed as inactive show a strong effect at the top dose
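48 h compound treatment of MCF7-BRCA1-FFLuc cells (phenol-red free MEM, 37 °C), then 15 min with luciferase substrate and luminescence imaging.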
Integrin act MD = activates integrin-mediated alleviation for muscular dystrophy | alpha7betagal myoblasts, beta-gal FDG fluorescence, 48 h | hit rate 0.064% among 350,000 | Potency, µM (doses to about 38.3 µM), for the others: at the highest dose activation, most hits filed as activators;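 note: potency is the fitted concentration of half-maximal effect; 100% = response of the positive control SU9516; nearly all actives have a fitted effect of over 60% in size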
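alpha7betagal+/- myoblasts (passage 13, 250/well) treated 48 h at 37C with compounds at 1:260 dilution of DMSO stock. Lysed, then beta-galactosidase activity read as FDG fluorescence (ex 480/em 540) after 30 min, with pre-read for autofluorescence.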
A-T KAP1 phos = candidate therapy for ataxia-telangiectasia | […] A-T fibroblasts, KAP-1 phosphorylation AlphaLISA; neocarzinostatin DNA damage 30 min before lysis | Potency, µM (highest dose often 57.5 µM), for inactives: at the top dose activation, usual class: activators | hit rate 0.19% among 320,000 | AID 485349; note: potency is the fitted concentration of half-maximal effect; % of control where 0% means no effect; nearly all actives have a fitted effect of over 45% in size
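ATM-like activity read as KAP-1 phosphorylation via AlphaLISA donor/acceptor antibody pairs after lysis and 6 hr at 25C. Cells were ATM-null patient fibroblasts ([…], hTERT), dosed 60 min, then exposed to the DSB inducer NCS for 30 min.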
Starred values were filed as active, the others as inactive; ? = inconclusive; . = not tested or not shown; [ ] = another dose, or the depositor's remark. Unless noted, calls come from the whole dose curve; as a rule, active = well fitted curve in the direction sought with a large enough effect; inconclusive = small, poorly fitted or top-dose-only effect, or another doubt; inactive = no such curve, though single readings can be large; an effect the other way counts as inactive or inconclusive.

SMILES | p53 reactivation | CXXC DNA block | ELG1 DNA repair | TCR activator | TRPV1 ag | B2AR arrestin | TSG101-PTAP inh | BRCA1 expr up | Integrin act MD | A-T KAP1 phos
CCCSc1ccc([C@H]2N[C@@](C)(C(=O)OC)[C@H]3C(=O)N(C)C(=O)[C@@H]23)cc1OC | 9.6% | . | ? | 1.1% | -1.0 | -0.7% | 1.6% | 2.4% | 16.3% | 12.0%
O=[N+]([O-])C1=CC=C2C(=NC3(CCCCC3)N2O)C1=NCCO | 3.8% | -1.2% | -2.8% | -3.5% | -5.6 | -0.8% | -1.5% | -11.3% | 3.0% | -9.0%
O=C(NCc1cccs1)Nc1cccc(Cl)c1 | . | . | . | 7.2% | . | . | -3.3% | ? | -12.8% | .
COC(=O)c1[nH]c(C)c(/C(O)=C2\C(=O)C(=O)N(CCN(C)C)C2c2ccccc2OC)c1C (configuration not stated) | -10.9% | -2.0% | 16.7% | -4.5% | 0.3 | -0.4% | -0.2% | -8.6% | 8.1% | 5.3%
Cc1cc2ncn(-c3ncnc4sc(C)c(C)c34)c2cc1C | -4.9% | 7.8% | -21.7% | -0.6% | 10.9 | -0.9% | -12.9% | 2.8% | 3.7% | 3.9%
CC1CCCC(C)N1C(=O)COC(=O)CSc1ccc([N+](=O)[O-])cc1 (configuration not stated) | -0.4% | . | 18.2% | 4.7% | 3.3 | 0.6% | -1.4% | -1.3% | 10.5% | 11.2%
O=C(OCC(=O)N(Cc1ccccc1)Cc1ccccc1)c1ccccc1NCCO | -0.9% | . | -27.2% | -0.1% | -2.4 | -0.8% | 0.2% | 40.9% | 25.3% | 22.4µM*
O=C(Nc1cnc2sc3c(n2c1=O)CCCC3)c1ccc(F)cc1 | ? | 1.5% | ? | -5.3% | ? | -0.6% | 1.6% | ? | -1.0% | -4.4%
CN(C)CCCNC(=S)Nc1ccc(-c2ccccc2)cc1 | -3.2% | 1.4% | 26.6% | 0.1% | 2.0 | 0.2% | 1.5% | -28.2% | -48.7%[inhibitor] | -2.7%
COc1cc(CCc2ccccc2)c(C(=O)O)c(O)c1CC=C(C)C | . | . | . | 3.0% | . | . | -8.4% | -19.7% | 17.6% | .
Cc1[nH]c2ccccc2c1/C=N/Nc1nc(N2CCCCC2)nc(N2CCCCC2)n1 | 4.9% | 3.2% | -2.1% | 0.5%[46.1 µM] | -1.8 | -1.0% | 0.3% | -67.9%[inhibitor] | -21.0% | 7.6%
CCN(CC)C(=O)c1cc2c(=O)c3cc(F)ccc3oc2nc1C | 13.9% | 21.3% | ? | -1.5% | -1.5 | -0.1% | -3.4% | 68.4% | 2.7% | 1.3%
O=C(Nc1c2c(nn1-c1ccccc1)CS(=O)(=O)C2)c1cccs1 | 2.3% | 4.1% | 0.9% | 4.5% | 1.2 | -0.3% | . | 5.2% | 14.8% | 17.4%
Oc1ccc2ccccc2c1C=Nc1ccccc1Br | 0.2% | ? | -6.3% | 4.3% | -1.3 | -0.3% | ? | -15.6% | -6.9% | 6.2%
O=C(c1cn2ccccc2n1)N1CCCC(Nc2ccc(F)c(F)c2)C1 (configuration not stated) | 3.0% | -8.5% | 0.1% | -2.9% | ? | 0.1% | -1.5% | 4.9% | 9.1% | 5.0%
Cn1c(-c2ccc3c(c2)OCO3)cnc1N | ? | ? | 21.2% | 0.6% | -0.7 | -0.6% | -1.7% | -4.5% | -31.0% | -1.0%
Cc1cccc(-n2nnnc2SCC(=O)c2cc(C)n(Cc3ccco3)c2C)c1 | 10.9% | -4.9% | 9.7% | 5.3% | 22.2 | 0.2% | -3.2% | 7.9% | -5.2% | -3.1%
CC(=Nc1ccccc1)C1=C(O)C(CC(C)C)NC1=O (configuration not stated) | . | . | . | 0.9% | . | . | 0.0% | 42.2% | 29.5% | .
CCOc1ccc(OCC)c(NC(=O)CCS(=O)(=O)c2ccc(C)cc2)c1 | 0.5% | -0.8% | -0.6% | 2.0% | ? | -0.1% | -6.0% | -1.5% | -2.0% | 6.8%
O=C(N/N=C/c1ccccc1F)NC12CC3CC(CC(C3)C1)C2 | ? | -1.4% | ? | 4.9% | ? | 0.1% | -11.8% | 5.01µM* | 7.7% | 10.0%

Three compounds out of the list above, sorted by their value in TCR activator, highest first:
Structure | p53 reactivation | CXXC DNA block | TCR activator | TRPV1 ag | B2AR arrestin | TSG101-PTAP inh | BRCA1 expr up | Integrin act MD
COc1cc(CCc2ccccc2)c(C(=O)O)c(O)c1CC=C(C)C | . | . | 3.0% | . | . | -8.4% | -19.7% | 17.6%
CN(C)CCCNC(=S)Nc1ccc(-c2ccccc2)cc1 | -3.2% | 1.4% | 0.1% | 2.0 | 0.2% | 1.5% | -28.2% | -48.7%[inhibitor]
CCN(CC)C(=O)c1cc2c(=O)c3cc(F)ccc3oc2nc1C | 13.9% | 21.3% | -1.5% | -1.5 | -0.1% | -3.4% | 68.4% | 2.7%

(further entries)
SMILES | p53 reactivation | CXXC DNA block | ELG1 DNA repair | TCR activator | TRPV1 ag | B2AR arrestin | TSG101-PTAP inh | BRCA1 expr up | Integrin act MD | A-T KAP1 phos
COC(=O)CSc1nnc(-c2ccc(OC)cc2OC)o1 | -9.2% | -3.0% | 16.3% | -3.1% | 5.9 | 0.3% | -8.7% | -20.4% | 2.6% | -10.4%
O=C(Cc1cccc(C(F)(F)F)c1)NCc1cccnc1 | 21.6% | 12.6% | -2.9% | -4.1% | 13.3 | -0.5% | 0.2% | 4.2% | -28.5% | -2.1%
CC1(C)C2CCC(C2)C1C/C=N/NC(N)=S (configuration not stated) | -1.1% | -9.0% | -17.7% | 1.4% | . | -0.2% | 0.2% | -37.3% | -3.2% | 3.1%
N=c1c(S(=O)(=O)c2ccc(F)cc2)cc2c(=O)n3ccccc3nc2n1CC1CCCO1 (configuration not stated) | 0.8% | -3.0% | 4.1% | 2.0% | 6.6 | 0.2% | -0.3% | 6.2% | 6.3% | 3.6%
CC1(C)CC(=O)C(C=NC2CCCCC2)=C(O)C1 | 2.3% | 6.7% | 14.6% | -3.5% | 6.2 | 0.2% | -0.3% | -10.2% | -21.8% | -1.2%
Nc1ccc(Nc2ccccc2)c(Cl)c1 | 10.2% | -7.1% | ? | -5.3% | -0.7 | 0.4% | -1.6% | 56.7% | -15.5% | -5.4%
COCc1cc(C)nc2sc3c(=O)n(Cc4ccco4)nnc3c12 | 1.3% | 2.1% | -6.5% | 8.5% | 1.5 | 0.1% | -2.1% | 11.9% | 10.7% | 3.6%
Cc1ccc(CN2CC(C(=O)Nc3ccc4c(C)cc(=O)oc4c3)CC2=O)cc1 (configuration not stated) | -6.8% | 7.1% | ? | . | 2.9 | -0.6% | -5.8% | 0.1% | 16.8% | ?
COc1cccc(Nc2ncnc3sc(C)cc23)c1 | ? | 4.8% | ? | -0.4% | -4.4 | 0.3% | -1.5% | ? | 27.0% | -1.6%
CN(CC(=O)Nc1cccc(F)c1)C(=O)c1cc([N+](=O)[O-])ccc1N1CCCCC1 | 2.3% | . | 4.2% | 1.7% | 13.6 | -0.3% | -1.7% | 1.7% | ? | 3.3%
Cc1cccc(CN2CCN(C(=O)CN(C)C(C)C(=O)Nc3ccc(C(N)=O)cc3)CC2)c1 (configuration not stated) | -3.4% | . | 0.0% | -11.8% | 0.9 | 0.4% | 1.9% | -2.1% | -8.6% | -2.5%
CCC(CC)c1nnc(NC(=O)CN2C(=O)NC3(CCCC3)C2=O)s1 | 1.9% | -5.9% | 7.8% | 5.3% | -5.3 | 0.5% | . | -0.6% | 4.1% | -8.5%
O=C(NCc1cccnc1)c1c(O)c2cccc3c2n(c1=O)CCC3 | -4.7% | -0.3% | 2.1% | -2.3% | 3.1 | 0.0% | -1.7% | -81.3% | -21.6% | 0.7%
O=C(c1cc(-c2ccc(Cl)cc2Cl)on1)N1CCCCCC1 | ? | -3.3% | ? | -4.7% | ? | -0.9% | -2.5% | ? | -23.7% | 15.6%
CCNC(=O)COc1cccc(C(=O)NCc2ccccc2)c1 | -4.0% | 1.4% | 5.7% | -7.7%[46.1 µM] | -5.6 | -1.1% | -2.6% | -10.8% | 22.6% | -0.2%
CCOc1ccc(C(C)=O)cc1COc1ccc(C)nc1[N+](=O)[O-] | 4.4% | -3.5% | -16.7% | 4.1% | 7.8 | -0.2% | -1.8% | -12.3% | -29.6% | 3.6%
Cc1ccc(NCC2(N=Cc3ccccc3)OC(CO)C(O)C2O)cc1 (configuration not stated) | . | . | . | 3.1% | . | . | -0.4% | -3.9% | -7.2% | .
O=c1oc(/C=C/c2ccco2)nc2sc3c(c12)CCC3 | 1.7% | ? | 21.1% | -0.2% | 1.3 | 0.5% | ? | 72.1% | -6.7% | -3.1%
C[C@H]1COC(=O)[C@@H](NC(=O)OCC2c3ccccc3-c3ccccc32)C/C=C\C[C@H](CC(=O)NCCO)C(=O)N1 | 1.9% | . | -4.8% | 0.6% | . | -0.1% | -7.2% | -12.6% | -20.6% | -3.3%
